# Assay outcomes: PubChem BioAssay, Broad Institute
# C2C12 statin – protects C2C12 myotubes from simvastatin toxicity. ATP luminescence, 48 h; scaled: DMSO 0, geranylgeraniol control 100. rescue of ATP level, % at 7.49 µM. 330,000 tested, 0.78% active;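 active = mean ATP rescue above about 67%, or every replicate alone reaching that limit, limit read from the data, passing the limit was not always enough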;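 note: myotubes were challenged with 10 µM simvastatin during compound exposure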
# Cneo AK release – Cryptococcus neoformans lysis via adenylate kinase release | C. neoformans lysis, adenylate kinase release luminescence, 4 h; normalised: neutral wells 0, clomiphene wells 100 | lysis activity, % at 15 µM | 360,000 tested, 0.2% active | AID 651654;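 active = mean lysis activity across replicates of at least 80%, whatever share of replicates individually reach that level; inactive = mean lysis activity below 80%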
#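 Schedule: static 4 h at 37 °C with compound, 1 h detection; system: C. neoformans cells; benchmarks: Clomiphene as positive control; buffer or medium: fresh YPD medium; measure: luminescence rise reflecting yeast cell lysis; measured by: luminescent adenylate kinase detection reagent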
# miR-122 sensor – blocks miR-122 activity in Huh7 sensor cells; Huh7 miR-122 Renilla luciferase sensor, 48 h; neutral wells = 0, positive control = 100; activation (reporter increase), % at 12.5 µM; 340,000 tested, 0.3% active;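 active = mean replicate activation score at least 90 and every replicate individually at or above 90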;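 note: higher luciferase means less miR-122 activity so hits act as miR-122 inhibitors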
# PGC1a acetyl inh – lowers PGC1a acetylation signal in U2OS cells; AlphaScreen anti-acetyl-lysine; with virally co-expressed GCN5 acetyltransferase; inhibition, % at 15.6 µM; 350,000 tested, 0.17% active;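 active = every replicate shows inhibition of at least 40%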;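 note: 0% = neutral control wells and 100% = positive control wells; some results beyond the cut were filed as inactive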
# GSIS activator – GLuc luminescence reporter in INS-1E cells, primary screen for activators of glucose-dependent secretion of insulin. INS-1E GLuc reporter insulin secretion, 2-3 h. activation, % at 16.6 µM. 370,000 tested, 0.61% active;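 active = lowest replicate activation of at least 40%, so every replicate reaches that level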;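 note: 0% = median of neutral control wells and 100% = median of IBMX positive control wells; some compounds called inactive have numbers as strong as hits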
# FN deposit inh – fibronectin deposition inhibition; AH1F fibroblasts, Alexa488-fibronectin deposition fluorescence, overnight; inhibition, % at 12.6 µM; 350,000 tested, 0.086% active; AID 743247;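 active = mean inhibition across replicates of 30% or more, regardless of how many single replicates reach that level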;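 note: positive control wells lacked labelled fibronectin entirely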
#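 Material – AH1F fibroblast monolayer, labelled fibronectin deposition · Reagent – labelled fibronectin 24 nM · Timing – 1 h adhesion, overnight exposure · Measured by – fluorescence at 485 nm excitation, 525 nm emission · Read-out – inhibition of fibronectin deposition signal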
# CFTR F508del cor – CFTR F508del correction in bronchial cells; CFBE cells, YFP halide quenching; stimulated with forskolin plus potentiator P3; % fluorescence drop versus neutral controls; activity (quench increase), % at 7.58 µM; 350,000 tested, 0.36% active; AID 720511;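 active = mean added fluorescence quench of at least 8% versus neutral control, with both replicates also reaching 8%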;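 note: cells transiently co-express mutant CFTR-F508del with the halide-sensitive YFP; corrector assay measuring rescue of mutant channel to the surface after 24 h compound exposure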
# PglD inh – PglD (C. jejuni) enzyme inhibition | inhibition, % at 12.5 µM | 360,000 tested, 0.098% active | purified PglD enzyme, DTNB colorimetric CoA detection; in the data active = inhibition above about 16%, passing the limit was not always enough; note: strong numbers were not always called active
# Starred values were filed as active, the others as inactive; x = not tested or not shown; & = joins results of further samples; [ ] = another dose, or the depositor's remark.
# Start of the listing, in advance:
SMILES,C2C12 statin,Cneo AK release,miR-122 sensor,PGC1a acetyl inh,GSIS activator,FN deposit inh,CFTR F508del cor,PglD inh
CCCNC(=O)Nc1ccc2c(c1)OC[C@@H](C)N(Cc1ccc(-c3ccccn3)cc1)C[C@@H](C)[C@@H](OC)CN(C)C2=O,20,0,x,-2,-1,-1,0.8,-1
CCc1cc2c(SC(C)C(=O)NC3CCCC3)ncnc2s1 (stereo not drawn),6,-1,1,-7,-21,5,-2.7,-2
CSc1nc2sc3c(c2c(=O)n1C1CCCCC1)CCN(C)C3,-4,-4,4,-10,x,x,x,x

# The listing, from the first entry:
SMILES,C2C12 statin,Cneo AK release,miR-122 sensor,PGC1a acetyl inh,GSIS activator,FN deposit inh,CFTR F508del cor,PglD inh
CCCNC(=O)Nc1ccc2c(c1)OC[C@@H](C)N(Cc1ccc(-c3ccccn3)cc1)C[C@@H](C)[C@@H](OC)CN(C)C2=O,20,0,x,-2,-1,-1,0.8,-1
CCc1cc2c(SC(C)C(=O)NC3CCCC3)ncnc2s1 (stereo not drawn),6,-1,1,-7,-21,5,-2.7,-2
CSc1nc2sc3c(c2c(=O)n1C1CCCCC1)CCN(C)C3,-4,-4,4,-10,x,x,x,x
CC1Cc2ccccc2N1C(=O)c1ccc(Br)o1 (stereo not drawn),-9,-4,-4,10,4,1,-2.1,-1
Cc1ccc(NC(CC(=O)c2ccccc2)C(=O)O)cc1Cl (stereo not drawn),x,0,6,-1,-2,11,-3.1,-8
COc1cc(CC(=O)OCc2cccc([N+](=O)[O-])c2)cc(OC)c1OC,-12,-1,x,x,3,5,-2.1,6
OC(COc1ccc(Br)cc1)CN1CCC(Cc2ccccc2)CC1 (stereo not drawn),38,1,1,-1,-28,0,2.6,-6
O=C(Cc1ccccc1)NCC(=O)OCC(=O)c1ccccc1Cl,x,-1,x,x,x,3,-0.1,3
CCOc1ccc(/C=N/n2c(SC)nnc2-c2ccccc2)cc1OCC,8,-3,3,10,x,x,x,-2
COc1ccc(/C=C(/NC(=O)c2ccccc2)C(=O)NCC2CCCO2)cc1 (stereo not drawn),11,1,-6,2,1,-1,-0.2,3
COCCCN(C(=O)CC1OC(=O)c2ccccc21)c1c(N)n(Cc2ccccc2)c(=O)[nH]c1=O (stereo not drawn),x,3,-1,-4,-3,13,-0.3,0
CN1C(=O)c2cc(NC(=O)Nc3ccccc3F)ccc2OC[C@@H]2O[C@@H](CC(=O)NCCc3ccncc3)CC[C@H]21,-36,x,0[16.7 µM],-1,1,-3,0.1,x

# Whole records, looked up by structure:
# COCCCN(C(=O)CC1OC(=O)c2ccccc21)c1c(N)n(Cc2ccccc2)c(=O)[nH]c1=O (stereo not drawn) across the screens: C2C12 statin: x; Cneo AK release: 3; miR-122 sensor: -1; PGC1a acetyl inh: -4; GSIS activator: -3; FN deposit inh: 13; CFTR F508del cor: -0.3; PglD inh: 0
# CCCNC(=O)Nc1ccc2c(c1)OC[C@@H](C)N(Cc1ccc(-c3ccccn3)cc1)C[C@@H](C)[C@@H](OC)CN(C)C2=O across the screens: C2C12 statin: 20; Cneo AK release: 0; miR-122 sensor: x; PGC1a acetyl inh: -2; GSIS activator: -1; FN deposit inh: -1; CFTR F508del cor: 0.8; PglD inh: -1

# The listing continues:
SMILES,C2C12 statin,Cneo AK release,miR-122 sensor,PGC1a acetyl inh,GSIS activator,FN deposit inh,CFTR F508del cor,PglD inh
O=C1C=C(c2ccc(Oc3ccccc3)cc2)C[C@@H](c2ccc(F)cc2)C1,17,-1,4,-3,-7,-3,-4.0,0
Cc1nn(-c2ccc(F)cc2)c(C)c1NS(=O)(=O)c1ccc(Cl)cc1,x,2,-3,-27,2,-9,x,-3
COc1ccc(S(=O)(=O)Nc2ccc3c(c2)CC(=O)N([C@H](C)CO)C[C@H](C)[C@H](CN(C)S(=O)(=O)c2ccc(F)cc2)O3)cc1,-36,47,-1[16.7 µM],7,-6,x,-2.1,-2
O=C1CCC([N+](=O)[O-])C(c2ccccc2F)N1 (stereo not drawn),4,-5,-1,x,8,6,3.4,-1
Cc1cc(Cl)ccc1OCc1nc(-c2ccc(O)cc2)n[nH]1,11,-2,2,-17,x,16,x,-3
COc1cccc(C(O)c2nc(-c3cc4ccccc4o3)cs2)c1 (stereo not drawn),-64,-1,-2,6,-15,x,-1.0,3
CN(C)C(/C=C/Nc1ccc(F)cc1F)=C(C#N)C#N,0,2,3,5,x,x,x,-3
COc1ccc(NC(=O)Cn2c(=O)n(CC3CCCO3)c(=O)c3cc(OC)c(OC)cc32)cc1OC (stereo not drawn),x,-1,-4,3,x,1,-0.4,-3
O=C(NCCCN1CCCCC1)c1ccc2c(c1)NC(=O)c1ccccc1S2,5,-4,0,-27,-3,7,3.2,-5
C[C@@H]1CN([C@H](C)CO)C(=O)c2cccc(NC(=O)NC3CCCCC3)c2O[C@H]1CN(C)Cc1ccncc1,16,7,12[16.7 µM],-12,7,x,-2.5,2
COC(=O)Cn1c(=NC(=O)CSCC(=O)NC2CCCCC2)sc2cc(OC)ccc21,-4,5,-8,10,x,x,x,5
CC(C)NC(=O)N1[C@H](CO)[C@@H](c2ccccc2)C12CN(C(=O)Cc1cccnc1)C2,x,x,x,1,-8,-1,2.9,x
C[C@@H]1CN([C@H](C)CO)C(=O)Cc2cc(NS(=O)(=O)c3ccc(F)cc3)ccc2O[C@H]1CN(C)Cc1ccc(C(=O)O)cc1,-5&-6,-1&0,-5[16.7 µM],6&-4,26&-10,-6,1.8&3.2,0&11
O=C(O)C1CCC(N2C(=O)c3cccc([N+](=O)[O-])c3C2=O)CC1 (stereo not drawn),-6,1,-10,-2,-11,-3,0.0,2
Cc1cc(C)c(S(=O)(=O)N(C)CC(=O)NC2CCCC2)c(C)c1,2,0,1,7,x,1,x,0
CCN(C(=O)COC(=O)c1ccc(Cl)cc1N)C1CCCCC1,x,x,x,6,-3,-6,3.9,x
Cc1ccsc1C1C(C#N)=C(N)OC2=C1C(=O)CCC2 (stereo not drawn),1,4,2,-1,3,-6,2.6,13
CCc1ccc(NC(=O)C2CCN(S(=O)(=O)c3cnc[nH]3)CC2)cc1,-1,1,0,4,2,-1,2.5,3
CCOC(=O)CC(=O)CSc1nc2sc(C)cc2c(=O)n1Cc1ccco1,-17,-4,-2,-6,x,x,x,7
NCC(=O)NNC(=O)OCC1c2ccccc2-c2ccccc21,-3,-1,-2,-13,2,2,8.6*,6
CCc1nccn1S(=O)(=O)c1ccc(Br)cc1Br,-1,1,4,-10,6,x,x,9
O=C(COC(=O)c1c(Cl)cccc1Cl)Nc1ccccc1Br,10,-2,-6,-7,7,2,0.8,8
CCN(CC)CCn1c(NCc2ccc(OC)cc2)nc2ccccc21,x,2,5,x,x,12,x,1
CCOc1ccccc1Nc1nc2ccccc2[nH]1,-4,1,0,-5,x,1,x,-4

# Some of these compounds in order of the PglD inh value, rising:
mol	miR-122 sensor	PGC1a acetyl inh	GSIS activator	CFTR F508del cor	PglD inh
CCOC(=O)CC(=O)CSc1nc2sc(C)cc2c(=O)n1Cc1ccco1	-2	-6	x	x	7
CCc1nccn1S(=O)(=O)c1ccc(Br)cc1Br	4	-10	6	x	9
Cc1ccsc1C1C(C#N)=C(N)OC2=C1C(=O)CCC2 (stereo not drawn)	2	-1	3	2.6	13

# Following part.
SMILES,C2C12 statin,Cneo AK release,miR-122 sensor,PGC1a acetyl inh,GSIS activator,FN deposit inh,CFTR F508del cor,PglD inh
CCCNC(=O)N1CC(=O)N2[C@H](CO)[C@@H](c3ccc(-c4ccc(F)cc4)cc3)[C@H]2C1,x,x,x,-9,-20,-5,-1.3,x
COc1cc(C(=O)N2CCCCC2c2cc(C(=O)Nc3ccccc3Cl)no2)cc(OC)c1C (stereo not drawn),5,0,5,-3,6,0,-2.6,-4
Cc1ccc(S(=O)(=O)N2CCCC(C(=O)NCCCN3CCCCC3C)C2)cc1 (stereo not drawn),-3,0,0,-3,18,x,x,-4
Cc1ccc(NCCC(=O)c2ccccc2)cc1Cl,x,-5,x,x,x,-7,-1.4,5
CC(=O)c1ccc(NC(=O)CCc2nnc3ccc(N4CCC5(CC4)OCCO5)nn23)cc1,-6,-2,-5,-6,-3,1,2.1,5
O=C1N/C(=C\c2ccccc2)c2ccccc21,-144,-2,9,9,x,x,x,0
C[C@H](CO)N1C[C@H](C)[C@@H](CN(C)S(=O)(=O)c2ccc(F)cc2)Oc2c(NC(=O)C3CCOCC3)cccc2C1=O,5,x,2[16.7 µM],11,-3,x,3.3,x
Cc1cc(N2C(=O)C(O)=C(C(=O)c3ccc(C)o3)C2c2ccc(OCc3ccccc3)cc2)no1 (stereo not drawn),11,2,x,x,-1,0,-0.1,-4
CC(C)[C@H](N)c1cn([C@@H](CO)C(=O)N2CCNCC2)nn1,7,1,x,x,-4,5,-1.7,2
COc1ccc([N+](=O)[O-])cc1NC(=O)Nc1ccc(OC)c(OC)c1,-17,-2,-10,-19,-36,0,0.4,-3
Cn1c(CNC(=O)c2ccco2)nnc1SCC(=O)N1CCN(c2ccccc2F)CC1,5,-2,-5,-18,22,-3,2.4,2
CN(CC(=O)NCc1cccnc1)S(=O)(=O)c1ccc2c(c1)c(=O)n(C)c(=O)n2C,-12,0,-4,12,8,-7,-1.7,-2
C[C@@H]1CCCCO[C@H](CN(C)S(C)(=O)=O)[C@@H](C)CN([C@H](C)CO)C(=O)c2cc(NS(=O)(=O)c3cn(C)cn3)ccc2O1,x,-1,6[16.7 µM],9,7,x,-2.0,3
COc1ccc(N2CCN(C(=O)c3cc4ccccc4o3)CC2)cc1,11,-2,-3,8,21,-10,-0.1,1
COc1ccc(OC)c(NC(=O)CCc2nnc3ccc(NCc4ccco4)nn23)c1,-3,2,1,4,15,9,2.3,2
N#Cc1ccc(-c2ccc(C3[C@H]4CNC[C@@H]3N4C(=O)Nc3ccc(F)cc3)cc2)cc1 (stereo partly drawn),x,x,x,7,-22,-6,-1.6,x
CN(C)S(=O)(=O)c1cc(C(=O)NCC2CCCO2)c(Cl)cc1Cl (stereo not drawn),2,2,-5,6,x,0,x,-3
O=C1c2c(O)cccc2Cc2cccc(O)c21,-3,0,5,-2,x,x,1.4,1
N#C[C@@H]1[C@H](c2ccc(-c3cccnc3)cc2)[C@H](CO)N1C(=O)C1CCC1,-6,-1,x,3,-14,7,-1.0,1
CCCNc1nc(NCC)nc(OC)n1,6,1,-6,1,x,x,x,3
COc1ccc(NC(=O)Nc2ccc3c(c2)C(=O)N([C@@H](C)CO)C[C@H](C)[C@H](CN(C)C(=O)Nc2ccc4c(c2)OCO4)O3)cc1,-2,1,1[16.7 µM],3,16,x,-0.8,-2
O=C1CS/C(=C\[N+](=O)[O-])N1c1ccccc1,8,1,-2,-2,x,x,x,-5
Cc1ccc(NC(=O)CN2C(=O)NC(Cc3ccccc3)C2=O)cc1 (stereo not drawn),x,2,-5,3,x,x,x,3
C[C@H]1CN([C@@H](C)CO)C(=O)c2cc(C3=CCCCC3)cnc2O[C@@H]1CN(C)C(=O)Cc1ccccc1,1&1&-105,1&-5&1,-3,-14&-9&-4,-17,-12,2.2&2.9&-0.9,-4&4&0

# Fetched by compound from the list above:
SMILES,C2C12 statin,Cneo AK release,miR-122 sensor,PGC1a acetyl inh,GSIS activator,FN deposit inh,CFTR F508del cor,PglD inh
Cc1ccc(NC(=O)CN2C(=O)NC(Cc3ccccc3)C2=O)cc1 (stereo not drawn),x,2,-5,3,x,x,x,3
CC(C)NC(=O)N1[C@H](CO)[C@@H](c2ccccc2)C12CN(C(=O)Cc1cccnc1)C2,x,x,x,1,-8,-1,2.9,x
COc1ccc([N+](=O)[O-])cc1NC(=O)Nc1ccc(OC)c(OC)c1,-17,-2,-10,-19,-36,0,0.4,-3
Cc1ccsc1C1C(C#N)=C(N)OC2=C1C(=O)CCC2 (stereo not drawn),1,4,2,-1,3,-6,2.6,13
